# Screening data from PubChem.
# NPSR antagonist – blocks cAMP signaling of the human neuropeptide S receptor; Q6W5P4; CHO-NPSR cells, cAMP TR-FRET, antagonist mode; Potency, µM (doses to about 38.3 µM), inactives show top-dose activity change, negative = inhibition, usual class: inhibitors; 1% of 220,000 active; AID 1461; further: potency means the concentration at half of the fitted maximal effect; on the % scale 0 is the no-effect control and ±100 the full control effect; nearly all actives have a fitted effect of over 50% in size; many of its hits are not listed in these tables
# Target sequence (Q6W5P4 whole entry, looked up): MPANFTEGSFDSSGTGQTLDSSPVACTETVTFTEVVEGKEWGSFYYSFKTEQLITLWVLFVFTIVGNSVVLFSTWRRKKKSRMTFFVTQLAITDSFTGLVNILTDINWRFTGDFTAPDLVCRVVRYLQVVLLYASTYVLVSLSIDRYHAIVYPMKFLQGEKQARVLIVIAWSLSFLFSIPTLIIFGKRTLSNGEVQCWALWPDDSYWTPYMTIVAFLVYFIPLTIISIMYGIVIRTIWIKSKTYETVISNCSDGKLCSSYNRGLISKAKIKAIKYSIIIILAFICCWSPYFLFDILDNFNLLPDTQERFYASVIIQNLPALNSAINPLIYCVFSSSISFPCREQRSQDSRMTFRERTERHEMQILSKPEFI
# KinaseGlo FLuc – Kinase-Glo luciferase inhibition (counter-screen); Q27757; Kinase-Glo luciferase, ATP luminescence, 8 min; Potency, µM (top dose mostly 38.3 µM), for inactives: top-dose activity change, negative = inhibition, actives largely listed as inhibitors; 0.28% of 200,000 active; further: potency means the concentration at half of the fitted maximal effect; on the % scale 0 is the no-effect control and ±100 the full control effect; nearly all actives have a fitted effect of over 60% in size
#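 Inhibition of Kinase-Glo luciferase light generation was assessed at 10 uM ATP in pH 7.2 imidazole buffer, with luminescence measured after eight minutes at ambient temperature.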
# CBFb-RUNX1 inh – CBF-beta/RUNX1 interaction disruption. AID 1477. Potency, µM (top dose mostly 59.8 µM), without a hit: at the top dose activity, negative = inhibition, most hits filed as inhibitors. AlphaScreen CBFb-His/RUNX1-biotin binding, biochemical. Q01196+Q13951. 230,000 tested, under 10 active; further: % of control where 0% means no effect
# Target sequence (Q01196 whole entry, looked up): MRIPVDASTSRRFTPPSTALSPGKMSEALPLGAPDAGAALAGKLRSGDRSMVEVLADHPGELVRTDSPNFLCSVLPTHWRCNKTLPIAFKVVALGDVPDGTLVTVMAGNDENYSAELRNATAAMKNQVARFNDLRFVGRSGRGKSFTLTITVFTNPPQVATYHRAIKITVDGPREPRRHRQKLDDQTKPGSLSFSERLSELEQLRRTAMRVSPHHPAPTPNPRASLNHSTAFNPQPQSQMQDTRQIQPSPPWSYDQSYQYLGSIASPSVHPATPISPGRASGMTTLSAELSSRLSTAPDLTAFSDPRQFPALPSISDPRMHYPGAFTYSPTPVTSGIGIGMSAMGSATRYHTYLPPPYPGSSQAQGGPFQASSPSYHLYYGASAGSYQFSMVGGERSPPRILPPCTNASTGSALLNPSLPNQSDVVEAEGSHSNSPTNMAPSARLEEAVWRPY
# Target sequence (Q13951 whole entry, looked up): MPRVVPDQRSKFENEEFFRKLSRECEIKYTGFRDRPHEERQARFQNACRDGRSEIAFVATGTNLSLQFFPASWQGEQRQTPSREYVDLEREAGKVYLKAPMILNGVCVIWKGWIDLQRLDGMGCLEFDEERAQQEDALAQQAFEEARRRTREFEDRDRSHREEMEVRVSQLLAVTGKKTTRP
#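 His-tagged CBF-beta and biotinylated RUNX1 (30 nM each) were premixed 20 min at room temperature, exposed to compound for 15 min, then given nickel-chelate and streptavidin AlphaScreen beads (50 ng each). After 90 min, AlphaScreen signal was read.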
# Lamin A splicing – changes lamin A minigene splicing in HeLa cells; HeLa LMNA splicing GFP/RFP minigene ratio, 48 h; Potency, µM (highest dose often 46.1 µM), for inactives: top-dose ratio change, negative = inhibition, most hits filed as inhibitors; 0.01% of 200,000 active; active means well fitted inhibition curve with a large enough effect in the signal ratio, with a control signal flat, not every such curve was filed as active; inconclusive means small, poorly fitted or top-dose-only effect, or effect the other way, or a change in a side signal; the % refers to the signal ratio; further: potency means the concentration at half of the fitted maximal effect; on the % scale 0 is the no-effect control and ±100 the full control effect
#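 S3 HeLa stable clones carrying a lamin A-EGFP splicing minigene plus DsRed2 were seeded at 600 cells/well in Opti-MEM with 2% FBS, pin-dosed and incubated 48 h at 37°C. Acumen cytometry (488 nm) gave the GFP/RFP total-intensity ratio.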
# IMPase Li inh – IMPase inhibition in cells with lithium potentiation; Potency, µM (doses to about 59.4 µM), for inactives: top-dose activity, negative = IMPase inhibition, actives largely listed as inhibitors; 0.35% of 210,000 active; CHO-M1 cells, IP1 TR-FRET (IP-One), carbachol + lithium;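 further: IP1 builds up when IMPase is blocked and the TR-FRET signal falls; potency means the concentration at half of the fitted maximal effect; plate controls were basal vehicle for no effect and high inhibitor control for full effect; nearly all actives have a fitted effect of over 50% in size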
#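 Test compounds were applied to CHO-M1 cells previously cultured for 16–30 h at 2000 per well. A small lithium amount accompanied them; after 30 min at 37C, IP1 was quantified by TR-FRET.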
# HttQ103 aggreg – inhibitors of mutant huntingtin aggregate formation in PC12 cells. PC12 HttQ103-GFP aggregates, Acumen cytometry, 40 h. Potency, µM (titrated, usually from 46.1 µM), for the others: at the top dose activity change, negative = inhibition, actives largely listed as inhibitors. 1.1% of 220,000 active. AID 1688; further: potency means the concentration at half of the fitted maximal effect; on the % scale 0 is the no-effect control and ±100 the full control effect; nearly all actives have a fitted effect of over 60% in size
#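 Ecdysone-promoter PC12 model expressing HTT exon 1 Q103 fused to GFP, induced by tebufenozide at 100 nM final. Compounds titrated; aggregates sized 1–25 µm scored on a 488 nm laser cytometer.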
# Epigenetic reg – regulators of epigenetic silencing causing reporter derepression in mouse cells. murine LDR cells, GFP reporter derepression, 30 h. Potency, µM (titrated, usually from 53.9 µM), without a hit: top-dose GFP activation, usual class: activators. 0.2% of 280,000 active; further: potency means the concentration at half of the fitted maximal effect; % of control where 0% means no effect; nearly all actives have a fitted effect of over 60% in size
#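 Murine LDR cells bearing a silenced CMV-driven GFP reporter were exposed to compound for 30 h at 37 C. After PBS washes, GFP-positive cells (20-120 um objects) counted by laser-scanning microplate cytometry.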
# * marks the source's active call; other numbers are inactive results; ? = inconclusive; nt = no result given; [ ] = dose if it differs, or a comment. Unless noted, the call rests on the fitted dose curve; in most records, active means well fitted curve in the direction sought with a large enough effect; inconclusive means small, poorly fitted or top-dose-only effect, or another doubt; inactive means no such curve, though single readings can be large; an effect the other way counts as inactive or inconclusive. An excerpt. The share of hits here may be higher or lower than overall.
SMILES,NPSR antagonist,KinaseGlo FLuc,CBFb-RUNX1 inh,Lamin A splicing,IMPase Li inh,HttQ103 aggreg,Epigenetic reg
CCOC(=O)N1CCN(C(=O)c2ccc(C)c(S(=O)(=O)Nc3ccccc3)c2)CC1,-12%[46.1 µM],0%,-12%,?,-7%[38.3 µM],-13%,0.0%
COc1ccc(N(CC(=O)NCc2cccnc2)S(=O)(=O)c2ccc(C)c([N+](=O)[O-])c2)cc1,-1%,-2%,-7%,0%[46 µM],2%,21%,0.1%
Cc1ccc(C)c(Cn2cnc3c(nnn3-c3ccc(F)cc3)c2=O)c1,-2%[46.1 µM],-3%,1%,?,5%[38.3 µM],-4%,-1.0%
CCCCOc1ccc(C2(C(=O)O)CCCC2)cc1,-9%[46.1 µM],0%,11%,-3%,27%[38.3 µM],11%,1.0%
Cc1ccc(/C=C2\SC(=S)N(C3CCS(=O)(=O)C3)C2=O)o1 (stereo not drawn),-7%,-1%,-7%,-28%[46 µM],8%,-15%,-1.3%
CC(c1ccccc1)n1cc(C(=O)NCC2COc3ccccc3O2)nn1 (stereo not drawn),-6%[46.1 µM],2%,-3%,-10%,12%,0%,0.8%
Cc1cccc(OCCSc2nc3ncnc(N)c3[nH]2)c1,29%,0%,-4%,nt,-7%,?,1.1%
Cc1ccsc1/C=N/NC(=O)c1cccs1,11%[46.1 µM],nt,-1%,-12%,nt,?,-0.9%
O=C(/C=C/c1ccco1)Nc1cccc(C(=O)Nc2ccccc2C(=O)O)c1,10%[7.67 µM],nt,?,nt,nt,-14%[9.22 µM],5.2%
COc1ccccc1C(=O)NNC(=O)c1cccc(Cl)c1,-9%,-3%,1%,nt,-7%,43%[9.22 µM],-0.1%
Cc1ccc(/C=C/C(=O)c2ccccc2O)cc1,14%,nt,17%,nt,nt,11%[9.22 µM],3.6%
COc1cc(C(=O)OCC(=O)Nc2cc(C)on2)c([N+](=O)[O-])cc1OC,33%,nt,-3%,nt,-9%,11%,-0.1%
FC(F)(F)c1ccccc1NC1=NCCC1,-1%,-2%,5%,14%[9.22 µM],5%,-1%,1.1%
O=C(c1ccccc1)c1ncc(C(F)(F)F)cc1Cl,18%[46.1 µM],-1%,-7%,0%,14%[38.3 µM],-15%,0.0%
CCNC(=S)NNC(=O)CC(C)C,6%,6%,6%,3%[46 µM],-3%,8%[9.22 µM],3.1%
O=C(Nc1nc(-c2ccccc2)cs1)c1cccnc1,-11%[46.1 µM],-5%,2%,?,27%[38.3 µM],-17%,-0.1%
COc1ccc(NC(=O)CN2CCC3(O)CCCCC3C2c2cc(OC)ccc2OC)cc1 (stereo not drawn),-20%[46.1 µM],0%,3%,?,-20%[38.3 µM],3%,-0.7%
O=C(CSc1ccsc1[N+](=O)[O-])Nc1cccc(F)c1,-11%,-4%,nt,nt,-4%,9%,-2.9%
Cc1cc(/C=C(/C#N)C(=O)Nc2ccccc2)c(C)n1-c1cccnc1,-17%[46.1 µM],-19%,-2%,-5%,-3%[38.3 µM],-3%,1.7%
O=C1CSC(c2ccccc2[N+](=O)[O-])N1c1ccc(O)cc1 (stereo not drawn),4%,4%,-9%,?,-2%,3%,-2.9%
COc1ccc(OC)c(NC(=O)C2CCCN(S(=O)(=O)c3cccc4nonc34)C2)c1 (stereo not drawn),-11%[46.1 µM],6%,0%,4%,30%[38.3 µM],13%[9.22 µM],3.9%
COc1ccc(CNC(=O)C(OC(C)=O)c2ccccn2)cc1 (stereo not drawn),6%[46.1 µM],-2%,10%,10%,-9%[38.3 µM],1%,-0.7%
O=C(Nc1ccc(Cl)cc1C(=O)NCc1cccnc1)c1ccc(Cl)cc1Cl,-7%,1%,3%,?,11%,?,0.0%
COc1cc(/C=N/NC(=O)COc2c(C)cc([N+](=O)[O-])cc2C)ccc1OC(=O)c1ccccc1,9%,0%,-26%,1%,4%,-4%,2.3%
O=C(COC(=O)c1ccccc1NC(=O)c1ccco1)NC1CC1,-6%,-2%,-4%,-5%[46 µM],6%,17%,-2.6%
COc1ccc(CC(=O)Nc2nnc(C(C)C)s2)cc1,-9%,-1%,7%,-12%[46 µM],3%,-9%[9.22 µM],-4.7%
COc1cc(SC)ccc1C(=O)NCCOc1ccc(F)cc1,-5%,-1%,9%,11%,0%,-13%,0.0%
COCCNC(=O)C(c1ccccc1C)N(CCOC)C(=O)Cn1nnc2ccccc21 (stereo not drawn),2%[46.1 µM],-2%,1%,-1%,2%[38.3 µM],10%,0.7%
O=C(Cc1c(F)cccc1Cl)N1CCN(C(=O)c2ccco2)CC1,-10%[46.1 µM],3%,4%,-7%,3%[38.3 µM],-4%,0.0%
CC(C)c1ccccc1NC(=S)NCc1nc2ccccc2[nH]1,-7%,1%,-2%,nt,7%,4%,-0.1%
COc1ccc(N2CCN(C(CNC(=O)C(=O)NCC3CCCO3)c3ccco3)CC2)cc1 (stereo not drawn),4%,3%,-3%,?,8%,2%,0.0%
CCN(CC)c1ccc(NC(=O)CSc2ccsc2[N+](=O)[O-])c(C)c1,-4%,-3%,-2%,?,32%[activator],?,1.1%
Cn1c(N)c(C(=O)Nc2ccc3ccccc3c2)sc1=S,-10%[46.1 µM],0%,1%,0%,5%[38.3 µM],25%,0.0%
CCC(=O)NC(c1ccc(OC)cc1)c1cc(Cl)c2cccnc2c1O (stereo not drawn),3%,-2%,0%,nt,4%,-3%[9.22 µM],3.4%
CCOC(=O)c1c(/N=C/C2=C(O)CC(C)(C)CC2=O)sc(C)c1C,-2%,-2%,7%,11%,-2%,-2%,-0.9%
O=S(=O)(c1cccs1)N1CCN(Cc2nc3ccccc3s2)CC1,?,1%,5%,?,22%[38.3 µM],-18%,2.0%
COc1cccc(NC(=O)CSc2nnc(Cc3cccn3C)n2-c2ccc(F)cc2)c1,-12%[46.1 µM],-2%,-13%,-12%,38%[activator][38.3 µM],23%,-0.8%
O=C(NNC(=O)c1cccc(-n2cnnn2)c1)c1ccccc1,11%,-3%,4%,24%[46 µM],-2%,-2%,0.2%
CCCCN(CCCC)CCCNC(=O)c1ccc2nc(-c3ccccc3NC(C)=O)c(=O)[nH]c2c1,-6%,2%,-2%,-12%[46 µM],1%,-9%,6.8%
O=C(Nc1ccc2c(c1)OCO2)Nc1ccc(Br)cn1,?,-2%,1%,-5%,7%[38.3 µM],-4%,1.5%
CN1CCN(Cn2cc(/C=C/C(=O)c3ccccc3)c3ccccc32)CC1,-17%[46.1 µM],-4%,11%,-6%,15%[38.3 µM],-7%,-1.0%
COc1cc(CNCCCN2CCOCC2)ccc1OCC(=O)NC(C)(C)C,26%,-2%,3%,nt,9%,-13%,1.1%
FC(F)(F)c1cccc(Oc2nc(-c3ccccc3)nnc2C(F)(F)F)c1,?,-2%,1%,18%,10%[38.3 µM],1%,2.0%
Cn1cc(Cl)c(C(=O)NNC(=S)Nc2cccc(Cl)c2)n1,-24%,1%,-9%,?,7%,-18%,-3.2%
COc1ccccc1N=C1SCC(=O)N1c1ccccc1OC,5%,6%,-1%,1%,-2%,16%,0.2%
C/C=C/C(=O)Nc1cccc(C2=NOC3(C2)C[C@@H](C(N)=O)N(C(=O)c2cc([N+](=O)[O-])cc([N+](=O)[O-])c2C)C3)c1 (stereo partly drawn),8%,nt,6%,nt,nt,11%[9.22 µM],1.2%
CCOC(=O)CSc1nc(N2CCOCC2)c2c(c1C#N)CC(C)(C)N(C)C2,10%[46.1 µM],nt,-1%,?,nt,-2%,-6.8%
Cc1ccc(-n2[nH]c(=O)c(-c3ccccn3)c2C)cc1,12%,-23%,1%,nt,6%,-7%,2.5%
Cc1ccc([N+](=O)[O-])cc1NC(=O)C(C)NS(=O)(=O)c1ccc(F)cc1 (stereo not drawn),6%,2%,2%,nt,11%,1%,1.1%
CCC(=O)c1ccccc1OCCN1CCN(Cc2ccccc2)CC1,-5%,0%,5%,nt,30%[activator],nt,0.0%
CC(=O)Nc1ccc(NC(=O)C(C)n2nc(C)c([N+](=O)[O-])c2C)cc1 (stereo not drawn),9%,6%,15%,nt,3%,9%,0.0%
CCOc1cc(N2CCOCC2)c(OCC)cc1NC(=O)c1ccc(OC(C)C)cc1,-25%,2%,-14%,nt,6%,6%,-2.5%
OCC1(CCc2ccccc2)CCN(Cc2ccc(OC(F)F)cc2)CC1,11%,-2%,3%,nt,8%,28%[9.22 µM],10%

# Profiles, quoted from the list:
# OCC1(CCc2ccccc2)CCN(Cc2ccc(OC(F)F)cc2)CC1 in the list: NPSR antagonist: 11%; KinaseGlo FLuc: -2%; CBFb-RUNX1 inh: 3%; Lamin A splicing: nt; IMPase Li inh: 8%; HttQ103 aggreg: 28%[9.22 µM]; Epigenetic reg: 10%
# Cn1cc(Cl)c(C(=O)NNC(=S)Nc2cccc(Cl)c2)n1 in the list: NPSR antagonist: -24%; KinaseGlo FLuc: 1%; CBFb-RUNX1 inh: -9%; Lamin A splicing: ?; IMPase Li inh: 7%; HttQ103 aggreg: -18%; Epigenetic reg: -3.2%

# Reprinted from the entries so far, 3 compounds:
SMILES,NPSR antagonist,KinaseGlo FLuc,CBFb-RUNX1 inh,Lamin A splicing,IMPase Li inh,HttQ103 aggreg,Epigenetic reg
CC(=O)Nc1ccc(NC(=O)C(C)n2nc(C)c([N+](=O)[O-])c2C)cc1 (stereo not drawn),9%,6%,15%,nt,3%,9%,0.0%
CCOc1cc(N2CCOCC2)c(OCC)cc1NC(=O)c1ccc(OC(C)C)cc1,-25%,2%,-14%,nt,6%,6%,-2.5%
OCC1(CCc2ccccc2)CCN(Cc2ccc(OC(F)F)cc2)CC1,11%,-2%,3%,nt,8%,28%[9.22 µM],10%

# Limited to Epigenetic reg, Lamin A splicing and IMPase Li inh (3 entries from above):
compound	Epigenetic reg	Lamin A splicing	IMPase Li inh
COc1ccc(N(CC(=O)NCc2cccnc2)S(=O)(=O)c2ccc(C)c([N+](=O)[O-])c2)cc1	0.1%	0%[46 µM]	2%
Cc1ccc(C)c(Cn2cnc3c(nnn3-c3ccc(F)cc3)c2=O)c1	-1.0%	?	5%[38.3 µM]
CCCCOc1ccc(C2(C(=O)O)CCCC2)cc1	1.0%	-3%	27%[38.3 µM]
